High-throughput results as filed in PubChem.
NPYLR7 ag – mosquito NPYLR7 agonism; HEK293T NPYLR7/Galpha15, GCaMP6s calcium fluorescence; activation, % at 10 µM; actives 0.15% (n = 270,000); AID 1259423; in the data active means activation above about 40%;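 further: 0% = vehicle and 100% = reference agonist at the receptor; some compounds past the cut are filed as inactive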
mcGAS inh – blocks mouse cGAS activity; recombinant cGAS, Kinase-Glo ATP depletion luminescence; inhibition, % at 12.5 µM; actives 0.15% (n = 160,000); AID 1259399;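 further: 0% = negative control wells and 100% = reference inhibitor with no enzyme activity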
hcGAS lum – human cGAS inhibition; Q8N884; recombinant h-cGAS, ATP depletion, Kinase-Glo luminescence; inhibition, % at 12.5 µM; actives 0.081% (n = 290,000);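 further: 0% = vehicle reaction and 100% = reaction without DNA for no activity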
Target sequence (Q8N884 whole entry, looked up): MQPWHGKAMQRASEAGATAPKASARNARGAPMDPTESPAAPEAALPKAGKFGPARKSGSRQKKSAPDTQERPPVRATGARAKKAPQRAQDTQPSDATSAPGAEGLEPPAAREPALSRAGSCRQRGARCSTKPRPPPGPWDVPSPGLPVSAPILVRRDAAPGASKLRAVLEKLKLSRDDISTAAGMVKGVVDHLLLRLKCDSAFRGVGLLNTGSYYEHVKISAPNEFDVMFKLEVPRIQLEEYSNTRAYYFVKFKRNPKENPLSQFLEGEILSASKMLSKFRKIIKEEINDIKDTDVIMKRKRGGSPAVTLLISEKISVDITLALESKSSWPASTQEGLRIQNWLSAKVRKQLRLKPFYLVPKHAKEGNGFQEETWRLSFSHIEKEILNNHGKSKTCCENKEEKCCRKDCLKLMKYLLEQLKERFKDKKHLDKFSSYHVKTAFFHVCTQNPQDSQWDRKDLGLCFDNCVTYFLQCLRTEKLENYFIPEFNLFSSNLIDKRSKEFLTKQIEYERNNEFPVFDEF
The depositor's hits bear a star; · = not tested or not shown; & = joins results of further samples. Unless noted, no stated cut-off is given here; in the data, active means inhibition above about 40%; inactive means the rest.

Structure	NPYLR7 ag	mcGAS inh	hcGAS lum
COc1cc(OC)nc(N2CCCn3nc(C(=O)N4CCOCC4)cc3C2)n1	2	0	-3
Cc1cc(C)c2nc(N(CCCN3CCOCC3)C(=O)c3ccn(C)n3)sc2c1	·	-1	0
CCCN(CC(=O)Nc1cc(-c2ccccc2)nn1-c1ccccc1Cl)C(=O)/C=C/c1ccccc1	-8	-2	-2
COc1cccc(CNC(=O)C2CCN(C(=O)[C@@H]3CCCN3C(=O)C34CC5CC(CC(C5)C3)C4)CC2)c1	-1	-7	-7
CN(C/C=C/c1ccccc1)c1nccc(N2CCC(O)C2)n1 (stereo unspecified)	-5	-12	-6
CS(=O)(=O)N1C[C@@H]2OC(=O)N(Cc3ccccc3)[C@@H]3CC[C@@H]1C[C@@H]23	24	-9	-8
COc1cccc(CN(Cc2ccc(C(C)(C)O)o2)C2CC2)c1OC	15	-5	-8
Cc1noc(C)c1C(=O)N1CCC2(CC1)CN(CC1CCOC1)CCN2C (stereo unspecified)	-3	1	-3
CCOC(=O)c1sc(NC(=O)C2CC=CCC2C(=O)O)nc1C (stereo unspecified)	10	0	-1
CCc1nc2ccc(C(=O)N3CCN(S(=O)(=O)CC)CC3)cn2c1N(CCN(C)C)CC1CC1	-5	-3	-10
O=C(NCCO)C(=O)Nc1cc2c3c(c1)CCN3C(=O)CC2	9	·	-4
O=c1cc(-c2ccc(F)cc2)ncn1Cc1cccc2ccccc12	-20	5	7
Clc1cccc(-c2csc(NC3CC3)n2)c1	5	-5	-10
COc1ccc(Br)cc1S(=O)(=O)NCCN1CCOCC1	3	-3	-2
CC(C)(C)c1ccc(S(=O)(=O)NCc2ccco2)cc1	-4	·	-4

Single entries from the list:
COc1cccc(CNC(=O)C2CCN(C(=O)[C@@H]3CCCN3C(=O)C34CC5CC(CC(C5)C3)C4)CC2)c1 @ mcGAS inh: -7
O=c1cc(-c2ccc(F)cc2)ncn1Cc1cccc2ccccc12 @ mcGAS inh: 5
CCc1nc2ccc(C(=O)N3CCN(S(=O)(=O)CC)CC3)cn2c1N(CCN(C)C)CC1CC1 @ hcGAS lum: -10
COc1cccc(CN(Cc2ccc(C(C)(C)O)o2)C2CC2)c1OC @ mcGAS inh: -5

(more compounds)
Structure	NPYLR7 ag	mcGAS inh	hcGAS lum
O=C(CSc1n[nH]c2nc3ccccc3n12)N1CCCCCC1	5	·	-11
CCN(C/C=C/c1ccccc1)C(=O)Cc1c[nH]c2ccccc12	0	-2	-1
COC(=O)c1ccc2c(c1)CC(CNC(=O)c1ccc3c(c1)OCO3)O2 (stereo unspecified)	28	-8	-7
CCC(NC1CCN(Cc2ccco2)CC1)c1nc(C)c(C)s1 (stereo unspecified)	3	·	-2
Cc1ccc(C2(O)CCN(C(=O)CCc3cc(=O)[nH]o3)CC2)nc1	6	-16	-1
O=C(NC1=NCCS1)c1ccccc1NS(=O)(=O)c1ccc(Cl)s1	-1	·	-4
CC1CCC(=O)N(CN(Cc2cccs2)C2CC2)C1 (stereo unspecified)	1	·	-4
C1CCc2c(sc3nc(C4CC4)nc(N4CCSCC4)c23)C1	·	-8	0
COc1cccc(C(=O)N2CCc3cc(OC)c(OC)cc3C2c2ccc(F)cc2)c1 (stereo unspecified)	-2	1	5
COc1ccc(-c2cnnc(NCCN3CCCC(O)C3)n2)cc1 (stereo unspecified)	-3	-2	0
COCC(=O)N1CCCC2(CCN(Cc3cccc(C(=O)OC)n3)C2)C1 (stereo unspecified)	26	-10	-8
NC(=O)C1CCN(C2=NC(=O)/C(=C/c3cn(-c4ccccc4)nc3-c3ccncc3)S2)CC1	-8	·	15
CCOC(=O)c1cc(-c2cccc(NC(=O)[C@@H]3C[C@H]3c3ccccc3)c2)n(-c2cccc(C)c2)n1	15	-4	-8
O=C1CN(C(=O)CCc2nc3ccccc3n(CCc3ccccc3)c2=O)CCN1	-1	·	8
Cc1cc(C(=O)NN=C2CCCC(C)C2)c(C)o1 (stereo unspecified)	-4	·	-1
COc1ccc(-c2n[nH]c(=S)n2CC(=O)Nc2nc(C)cs2)cc1	13	-2	-4
COc1cccc(-c2nn(-c3ccccc3)cc2C=C2C(=O)NC(=O)NC2=O)c1	1	-6	-1
Cc1cccc(NC(=O)N2CCC3(CC2)SCCN3C(=O)CCc2ccccc2)c1	14	-6	-8
CN(C)S(=O)(=O)N(CC(N)=O)c1ccccc1	2	-5	-5
CC(Cc1ccc(F)c(Br)c1)C(=O)O (stereo unspecified)	5	-5	-12
CCOC(=O)Nc1cc(=O)c2cc(C)ccc2o1	0	-2	-5
N#CC(OC(=O)c1ccccc1)c1ccccc1 (stereo unspecified)	-5	-9	-4
CNS(=O)(=O)Cc1ccc(C#N)cc1	0	·	-2
COc1ccc(Cl)cc1NC(=O)c1nn2c(C(F)(F)F)cc(-c3ccccc3)nc2c1Cl	-12	-3	2
COCCNCC(=O)N(Cc1ccc(F)cc1)Cc1cccs1	16	·	-4
COCCNC(=O)Cn1nc2c(c1NC(=O)C(C)Oc1ccccc1)CSC2 (stereo unspecified)	-2	-4	-3
N#CCc1ccc(NC(=O)N2CCN(C(c3ccccc3)c3ccc(Cl)cc3)CC2)cc1 (stereo unspecified)	23	-7	-2
Cc1cccc2nc(CN3CCCC3c3cccs3)cc(=O)n12 (stereo unspecified)	9	·	-8
CSc1ncccc1C(=O)OCc1cc(-c2ccc3c(c2)OCCO3)on1	-2	·	-8
O=C(c1cn(-c2ccccc2)nn1)N1CCCCC1CCn1cccn1 (stereo unspecified)	3	·	-8
COC(=O)c1ccc(CSc2nnc(-c3ccco3)n2-c2cc(Cl)ccc2C)o1	·	-8	-9
CC(C)(C)NC(=O)NC1CCN(c2ccccc2C(=O)NCCc2cccs2)CC1	-4	2	2
O=C1c2ccccc2C(=O)N1CNc1ccc(O)cc1	7	·	-4
Cc1ccc(C(=O)N(CCO)Cc2ccccc2C)c(F)c1	4	·	0
COc1ccc(OC)c(C2CC(c3ccco3)=NN2S(C)(=O)=O)c1 (stereo unspecified)	-1	·	2
COc1ccccc1C(C)N(C)Cc1csc(-c2c(C)c(C)nn(C)c2=O)n1 (stereo unspecified)	-1	·	-8
COc1cccc(CC2(CO)CCN(S(=O)(=O)N(C)C)CC2)c1	1&14	·	3&-10
Cc1cccc(NC(=O)N2CCN(c3nc(-c4ccc(Cl)cc4)nc(C)c3C)CC2)c1C	15	-5	-9
CC(C)c1ncc(C(=O)N2CCCC3(C2)C(=O)Nc2ccccc23)c(=O)[nH]1 (stereo unspecified)	14	-15	-5
Cc1cc(=O)[nH]c(Nc2nc3ccccc3o2)n1	-1	·	-4
CC(C)C1C(=O)NCCN1C(=O)c1cc(=O)c2ccccc2[nH]1 (stereo unspecified)	8	·	-11
COCCCNC(=O)c1ccc2sc([C@@H]3O[C@H](CO)[C@H](O)[C@H](O)[C@H]3O)nc2c1	1	-5	-5
COCCN(Cc1cnn(C)c1)C(=O)C1CC2(CCNCC2)CN1 (stereo unspecified)	18	·	-2
COC(=O)c1ccc(C(=O)NCc2ccc(-c3ncc(-c4ccc(OC)cc4)[nH]3)cc2)cc1	-9	-6	-4
CC(C)c1cc(C(=O)N(C)Cc2ccccc2-n2cccn2)no1	10	·	-6

Looked up by structure from the entries so far (5):
Structure	NPYLR7 ag	mcGAS inh	hcGAS lum
Cc1ccc(C(=O)N(CCO)Cc2ccccc2C)c(F)c1	4	·	0
CC(C)c1ncc(C(=O)N2CCCC3(C2)C(=O)Nc2ccccc23)c(=O)[nH]1 (stereo unspecified)	14	-15	-5
CS(=O)(=O)N1C[C@@H]2OC(=O)N(Cc3ccccc3)[C@@H]3CC[C@@H]1C[C@@H]23	24	-9	-8
O=C1c2ccccc2C(=O)N1CNc1ccc(O)cc1	7	·	-4
O=C(NC1=NCCS1)c1ccccc1NS(=O)(=O)c1ccc(Cl)s1	-1	·	-4

(listing goes on)
Structure	NPYLR7 ag	mcGAS inh	hcGAS lum
Cn1nccc1CNC(=O)C1CC1c1cc(Cl)cc(Cl)c1 (stereo unspecified)	-23	·	0
O=C1Nc2c(I)cccc2C1=O	4	·	-8
COc1cccc(OC)c1C(=O)NCc1nnc(SCc2ccc(F)cc2)n1-c1cc(Cl)ccc1Cl	4	-6	-9
CCN(CC)C(=O)Cn1cc(C(=O)N(Cc2ccccc2)Cc2scnc2C)nn1	4	·	-8
O=c1ccc([N+](=O)[O-])ccc1Nc1ccccn1	3	2	8
CN(CCCSc1ccccc1)Cc1cc2ccc(F)cc2[nH]c1=O	21	-9	-7
CCOC(=O)Cc1csc(N=Cc2nc(-c3ccccc3F)oc2O)n1	-2	-7	-1
CC1CCCN(S(=O)(=O)c2ccc3c(c2)nc(SCC(=O)N2CCOCC2)n3CC2CCCO2)C1 (stereo unspecified)	5	-1	-2
CCCSc1nc(N)c(NC(=O)c2ccc(OCC)cc2)c(=O)[nH]1	-4	-7	3
O=C1C[C@H]2CC[C@@H](CN1)N2C(=O)CCn1nnc(-c2ccccc2)n1	-1	·	2
CC(C)NC(=O)CCC1CCCCC1	13	-5	-3
Cc1cc(C(F)(F)F)n(-c2nc(C(=O)N3CC[C@H](O)[C@@H](O)C3)cs2)n1	6	-13	-7
O=C(Cc1ccc(S(=O)(=O)N2CCCC2)s1)NCCC(=O)N1CCCC1	0	·	-7
C#CCOCC(O)CN(Cc1ccsc1)Cc1ccco1 (stereo unspecified)	18	-6	-6
Cc1nc2ccccn2c(=O)c1NC(=O)COc1ccccc1	-8	·	-1
COc1ccc2c(c1)CC(NCCN(C)S(C)(=O)=O)CC2 (stereo unspecified)	7	-4	4
O=C(NCCCN1CCOCC1)c1cc2n(n1)CCN(Cc1ccc(F)cc1)C2=O	17	-9	-4
N#CCN(CC#N)CC(=O)Nc1cccc(Oc2ccccc2)c1	16	-16	-7
Cc1ccc(CNc2nc(CN(C)CC3Cc4ccccc4O3)nc3ccccc23)o1 (stereo unspecified)	17	-10	-4
Cc1noc(NC(=O)C2CC(c3ccccc3)C2)n1 (stereo unspecified)	-2&11	·	-1&-17
CCN(CC)Cn1c(O)c(N=NC(=O)c2ccccc2)c2ccccc21	6	-4	-6
N#CCSc1nnc2sc3ccccc3n12	9	1	8
N#CC1C(=N)C(C#N)(C#N)C(c2ccc(I)cc2)C=C1C1CC1 (stereo unspecified)	4	·	-3
CCCN(CCCC#N)C1CCc2ccccc2C1 (stereo unspecified)	-3	·	-5
C=COCC(F)(F)F	-2	·	-4
CN(Cc1nc(-c2ccccc2)no1)C(=O)c1ccc(CO)o1	4	·	0
Cc1ccc(C)c(N2CC(O)(c3ccc4c(c3)OCCO4)[N+]3=C2CCCCC3)c1 (stereo unspecified)	-2	-11	-6
CC(=O)NC(Cc1ccccc1F)C(=O)N1CCOC(COCc2cccc(C(F)(F)F)c2)C1 (stereo unspecified)	6	·	-6
N#Cc1cccc(C(=O)N2CCC(C(=O)Nc3ccc4c(c3)OCO4)CC2)c1	-4	·	-5
CCCc1c(C)nn(-c2ccc(C(=O)NCCc3ccccc3)cc2)c1C	0	-5	-3
COc1ccc(-c2cn3c(CCC(=O)N4CCC(C(N)=O)CC4)csc3n2)cc1	5	·	-16
Nc1nc(SCC(=O)Nc2nccs2)[nH]c(=O)c1NC(=O)c1ccccc1	-1	-8	-4
Cc1ccc(C)c(OCc2cc(C(=O)N(C)Cc3ccc(-n4cccn4)cc3)no2)c1	2	-7	-4
CC(C)c1cc(CN(C)C(=O)c2cnn3ccn(C)c23)on1	8	·	-5
Cc1nnc2n1CCN(C(=O)c1cc(Cl)c(Br)[nH]1)C2	7	·	-4
CCOCC(=O)Nc1ccc2c(c1)C(=O)N(C)c1cc(C)ccc1O2	9	·	-3
COc1ccc(-c2nc3nc(-c4ccc(O)c(OC)c4)cc(C(=O)O)c3[nH]2)cc1	3	-6	-5
CC(Sc1cccs1)C(=O)Nc1ncccn1 (stereo unspecified)	-5	·	-5
O=C(NCCNc1ccc(Nc2cccnc2)nn1)c1ccc(C(F)(F)F)cc1	-2	-6	-4
CC(=O)O[C@]1(C(C)=O)CCC2C3C=C(Cl)C4=CC(=O)CC[C@]4(C)C3CC[C@@]21C (stereo partly specified)	-2	·	-3
COc1ccc(-n2nnc3c(=O)n(CC(=O)N4CCCCCC4)cnc32)cc1OC	8	·	-9
COC(=O)[C@H](C(C)C)N(C)C(=O)c1cccc2[nH]c(-c3ccc(O)cc3)nc12	0	·	-7
CCCN(Cc1c(-c2ccccc2)noc1N(C)C(C)C)S(=O)(=O)c1ccc(C)cc1	9	-4	-2
Cc1cnc(CNC(=O)c2c(C)noc2-c2ccco2)cn1	-8	-6	-6
COC1CCOC2(CCN(S(=O)(=O)c3c(C)noc3C)CC2)C1 (stereo unspecified)	·	-4	0
COc1ccccc1-c1nc(CSc2nc(C)c(Cc3ccccc3)c(=O)[nH]2)c(C)o1	2	-9	-5
